# Anthrax LF prot = inhibitors of Bacillus anthracis lethal factor protease; 360,000 compounds, 0.12% hits; inhibition, % at 10 µM; P15917; multiplex microsphere protease cleavage assay, LF; also: plate controls were buffer without enzyme for full effect and enzyme alone for no effect
# SSB-PriA inh = K. pneumoniae PriA-SSBct interaction inhibition. AlphaScreen SSBct-PriA binding, biotinylated peptide. inhibition, % at 33 µM. 430,000 compounds, 0.6% hits; in the data active = inhibition mostly above about 37%, no sharp cut-off; inactive = mostly below about 20%;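 also: plate controls were negative control peptide for no effect and reference peptide for full effect; strong numbers were not always called active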
# 3CLpro inhibitor = SARS-CoV 3CLpro protease inhibition. P0C6X7. recombinant SARS-CoV 3CLpro, quenched FRET peptide cleavage. inhibition, % at 6 µM. 290,000 compounds, 0.14% hits; in the data active = inhibition above about 12%
# Vc quorum ag = inducers of Vibrio cholerae quorum light production without autoinducers; V. cholerae BH1578 lux reporter, luminescence, 6 h; activation, % at 18.7 µM; 350,000 compounds, 0.16% hits; in the data active = activation mostly above about 9.7%, no sharp cut-off; also: not every result past the cut was called active; inactives centre near 0; reference of the scale not given here
# TcdB GH inh = inhibitors of Clostridioides difficile toxin B glycohydrolase; P18177; TcdB glycohydrolase enzymatic assay, plate reader; inhibition, % at 9.99 µM; 350,000 compounds, 0.24% hits; AID 652162; in the data active = inhibition above about 10%
# PfHsp40 yeast = compounds rescuing yeast from Plasmodium falciparum HSP40 toxicity. AID 504582. growth rescue, % at 12.5 µM. 340,000 compounds, 0.68% hits. S. cerevisiae expressing PfHsp40, growth rescue, ATP luminescence; in the data active = growth rescue above about 28%, passing the limit was not always enough;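 also: yeast W303a lacking pdr1 and pdr3 grown in galactose medium; growth measured after three days at 30 °C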
# Yp Topo-I inh = Y. pestis Topo-I inhibition via cleavage products; AID 504884; activity, % at 10 µM; Y. pestis Topo-I cleavage product accumulation, plate reader; 360,000 compounds, 0.064% hits; in the data active = activity above about 50%, passing the limit was not always enough; also: inactives centre near 2
# BoNT A protease = inhibitors of Botulinum neurotoxin A light chain protease; multiplex microsphere protease substrate cleavage, flow cytometry; inhibition, % at 10 µM; 360,000 compounds, 0.17% hits; AID 588499; also: plate controls were buffer without enzyme for full effect and enzyme alone for no effect
# PrPC TRFRET = inhibitors of human cell surface prion protein PrPC; P04156; TR-FRET read-out; inhibition, % at 13.8 µM; 370,000 compounds, 0.43% hits; in the data active = inhibition above about 24%; also: 0% = median of the test wells and 100% = reference compound wells
# The depositor's hits bear a star; i = inactive; . = not tested or not shown; & = joins results of further samples. Rule as the data show it, unless noted: active = inhibition above about 30%; inconclusive = no clear call, values can overlap the other calls; inactive = below that. The list is partial; the hit share may differ from the screen's.
SMILES,Anthrax LF prot,SSB-PriA inh,3CLpro inhibitor,Vc quorum ag,TcdB GH inh,PfHsp40 yeast,Yp Topo-I inh,BoNT A protease,PrPC TRFRET
CCc1ccc(NC(=O)c2cc3c(C)nc4ccccc4c3o2)cc1,1,-6,-5,i,-0.5,-0.1,40,-0.1,15
Cc1ccc(CSc2nncn2-c2ccccn2)cc1,2,-14,3,i,.,-1.6,0,-0.3,-2
O=C(O)C(c1ccccc1)N1C(=O)/C(=C\c2ccc(O)c(O)c2)SC1=S (stereo unspecified),-6,-5,8,i,-4.5,1.5,0,2.9,-18
COc1ccc2c(C#N)c3ccccn3c2c1,0,-9,-5,-0.3,-3.3,11,-11,-0.2,-2
COc1ccc(-c2sc(C(=O)c3ccc(Cl)cc3Cl)cc2CC(=O)O)cc1,-7,-2,6,i,-3.6,-0.5,2,0.2,-18
CCC(CO)NCCNC(CC)CO (stereo unspecified),-7,-4,2,-3.6,0.7,0.3,1,-0.7,2
Cc1cc(C)c2cccc(NC(=S)NC(=O)c3ccccc3)c2n1,-2,21,3,-1.0,.,0.1,4,0.9,-7
COc1ccc(NC(C)=O)cc1S(=O)(=O)N1CCN(C/C=C/c2ccccc2)CC1,-4,7,2,-0.3,1.0,0.1,-6,-1.2,0
O=c1ccc(Br)c[nH]1,-3,-4,4,-0.6,.,-1.0,-1,0.7,3
Cc1ccsc1/C=N/NC(=O)C(O)c1ccccc1 (stereo unspecified),2,.,-1,i,0.5,-0.7,5,0.6,0
N#CC1(CCCN2CCCCC2)c2ccccc2CCc2ccccc21,-2,-4,.,i,1.6,0.1,-1,-0.7,-7
CC(O)CNc1nc2c(c(=O)n(C)c(=O)n2C)n1Cc1cccc(Br)c1 (stereo unspecified),-3,9,1,i,0.8,-0.2,-1,0.5,8
CC(=O)Nc1c(O)n(C)c2ccccc12,-4,1,1,-0.6,.,-1.2,10,-0.6,1
CCC(COC(=O)Nc1ccccc1)NC(=O)OC(C)C (stereo unspecified),-2,-10,4,i,-0.1,1.4,0,-0.2,3
CC1(C)CC(C)(c2ccc(O)cc2O)N(c2cccc(Cl)c2)C(=S)N1 (stereo unspecified),2,20,-3,-0.6,.,-0.9,-12,-0.7,2
CCC1CCCCN1S(=O)(=O)c1ccc(NC(=O)c2ccncc2)cc1 (stereo unspecified),-4,4,11,-0.4,0.3,0.0,15,3.9,14
Cc1ccc2cc(CN(Cc3ccco3)C(=O)c3ccco3)c3nnnn3c2c1,-2,-1,5,-0.4,2.8,0.7,18,-2.3,0
CCN1C(=O)c2cccc3c(NC(=O)c4ccc(S(=O)(=O)N(C)C)cc4)ccc1c23,-1,1,-2,i,.,1.4,20,-0.4,-22
CC(=O)NC1CCC(C(=O)O)(c2ccccc2)C1 (stereo unspecified),-2,-9,0,i,.,-0.5,1,-0.3,2
CCOC(=O)[C@@H]1[C@H]2COc3ccccc3[C@@H]2N2C(=O)N(c3ccc(C)cc3)C(=O)[C@]12C,-6,2,-2,0.6,.,0.4,4,-0.7,.
Cn1nccc1C(=O)NCCN1C(=O)OC(C)(C)C1(C)O (stereo unspecified),-2,0,0,i,.,-0.8,-7,0.6,1
CCCCN1CC(=O)N2[C@H]3c4cc(Cl)ccc4OC[C@@H]3[C@H](C(=O)OCC)[C@]2(C)C1=O,2,-4,.,i,1.4,-0.3,14,0.4,2
O=C(CN1C(=O)NC2(CCCCCC2)C1=O)c1cccs1,2,-9,.,i,-0.2,0.7,-4,1.6,-3
CCCCn1c(N)c(N(CCC(C)C)C(=O)c2ccccc2-n2cnnn2)c(=O)[nH]c1=O,-1,-15,.,i,2.0,-1.9,5,0.1,-1
C#CCOCCOCCOCCNc1nc(N2CCN(C(=O)C([C@@H](C)CC)n3cc(C(N)CO)nn3)CC2)nc(N2CCN(C(=O)[C@H](CCC(=O)O)n3cc(C(N)CC(C)C)nn3)CC2)n1 (stereo partly specified),3,-11,-6,-0.5,.,-2.2,0,-0.5,.

# Entries of single compounds, quoted from the list. Screens in order: Anthrax LF prot, SSB-PriA inh, 3CLpro inhibitor, Vc quorum ag, TcdB GH inh, PfHsp40 yeast, Yp Topo-I inh, BoNT A protease, PrPC TRFRET
# `CCC(CO)NCCNC(CC)CO` (stereo unspecified) across the screens: -7, -4, 2, -3.6, 0.7, 0.3, 1, -0.7, 2
# `O=c1ccc(Br)c[nH]1` across the screens: -3, -4, 4, -0.6, ., -1.0, -1, 0.7, 3
# `CC(O)CNc1nc2c(c(=O)n(C)c(=O)n2C)n1Cc1cccc(Br)c1` (stereo unspecified) across the screens: -3, 9, 1, i, 0.8, -0.2, -1, 0.5, 8
# `Cc1ccc(CSc2nncn2-c2ccccn2)cc1` across the screens: 2, -14, 3, i, ., -1.6, 0, -0.3, -2
# `CCCCn1c(N)c(N(CCC(C)C)C(=O)c2ccccc2-n2cnnn2)c(=O)[nH]c1=O` across the screens: -1, -15, ., i, 2.0, -1.9, 5, 0.1, -1

# Additional results
SMILES,Anthrax LF prot,SSB-PriA inh,3CLpro inhibitor,Vc quorum ag,TcdB GH inh,PfHsp40 yeast,Yp Topo-I inh,BoNT A protease,PrPC TRFRET
CCOC(=O)C/C(C)=N\Nc1nc(-c2ccccc2)cs1,-4,.,1,i,-0.7,4.9,6,1.3,1
O=C(NC1CCCC1)c1cccc(NC(=O)c2ccco2)c1,-14,-12,-5,-0.7,.,0.6,-4,-6.6,-4
O=C(Nc1ccccc1-c1ccccc1)c1ccccc1,-24,-25,2,-0.3,1.4,0.1,7,-6.0,-10
Cc1cc([N+](=O)[O-])nn1CCC(=O)NC1CCCCCC1,0,-2,4,i,.,-0.1,-3,-0.6,9
CCn1cc(/C=C(\NC(=O)c2ccccc2)C(=O)NCCCN2CCOCC2)c2ccccc21,0,8,0,i,0.5,-0.6,-6,2.3,-9
CN(C)S(=O)(=O)c1cccc(COC(=O)c2ccc(Cl)cc2O)c1,-9,-54,-2,i,2.6,-1.4,0,0.0,9
N#C/C(=C\c1c(F)cccc1Cl)S(=O)(=O)c1ccccn1,-7,3,1,-0.9,0.0,-2.9,-4,-1.3,-5
O=c1cc(N2CCC3(CC2)OCCO3)[nH]c(=O)n1-c1ccc(Br)cc1,0,-1,2,i,.,-0.7,1,0.0,-1
COc1ccccc1NC(=S)NC(=O)c1ccc(-c2ccc(Cl)cc2)o1,-4,10,1,-0.3,.,-0.1,-3,0.2,5
N#CC1c2ccccc2-n2nncc2CN1C(=O)CCc1ccccc1 (stereo unspecified),2,-5,.,-1.0,-0.4,0.2,-1,-0.6,-3
CCOC(=O)c1c(C)nsc1NC(=O)c1ccco1,-13,-18,-2,-2.4,-0.7,-1.7,4,-1.6,4
CC[C@@H](NS(=O)(=O)c1ccc(C)cc1)C(=O)Oc1ccc2c3c(c(=O)oc2c1)CCC3,-3,-8,-6,-1.0,.,1.4,34,-0.3,5
COc1cc(NC(=O)C2CC(=O)NC3=C2C(=O)CCC3)cc(OC)c1 (stereo unspecified),-5,-1,1,-0.2,-0.6,0.0,0,-2.1,-6
CNC(=O)Cn1nc(-c2ccc(C)c(S(=O)(=O)N(C)C)c2)c2ccccc2c1=O,2,-8,0,-0.6,.,-1.0,4,0.7,-8
CCCOc1ccc(C(=O)C(c2ccccc2)N2CCOCC2)cc1 (stereo unspecified),-5,-20,3,2.8,.,0.7,25,-0.1,4
Cc1cc(C(=O)Nc2cccc(/C=C/C(=O)O)c2)c(C)o1,-6,-28,5,-2.2,.,1.0,6,-0.2,1
CCC(C)C(CO)NCCCn1ccc(NC(=O)OCc2ccccc2)nc1=O (stereo unspecified),-4,.,.,-0.4,1.5,.,2,-0.4,4
CC1CCCCC1NS(=O)(=O)c1ccc(-n2cnnn2)cc1 (stereo unspecified),-6,14,7,i,.,-0.6,5,-0.5,0
COc1ccc(C(CNS(=O)(=O)c2ccc(NC(C)=O)c(OC)c2)N2CCCCC2)cc1 (stereo unspecified),0,-1,.,-2.9,1.7,0.0,4,-0.4,1
CCCn1c(SCC(=O)NC2CCCCC2)nnc1C1CC1,-4,5,7,-0.7,0.5,-0.9,3,0.4,5
CCOC(=O)C(CC)Sc1nc2c(cnn2-c2ccc(F)cc2)c(=O)[nH]1 (stereo unspecified),-7,-7,6,i,0.7,-0.7,9,-3.5,7
COCCNC(=O)C1(C)CCCN(C(=O)c2cccc(Cl)c2)C1 (stereo unspecified),-2,.,.,-4.5,0.4,.,1,0.1,-3
CC(=O)N1CCSc2ccc(S(=O)(=O)NCc3ccc(F)cc3)cc21,0,-6,-2,-0.3,0.6,-0.9,8,-2.1,-1
O=C(CCS(=O)CCC(=O)NCc1ccccc1)NCc1ccccc1,-29,-1,-7,1.1,.,0.0,2,-3.7,-3
CCOC1=C2[C@@H](CN(S(=O)(=O)c3ccc(C)cc3)[C@H]2c2ccccc2)[C@H]2C(=O)N(c3ccccc3)C(=O)[C@H]2C1,-2,.,.,.,-1.2,.,.,-1.1,0

# Remaining list, next part.
SMILES,Anthrax LF prot,SSB-PriA inh,3CLpro inhibitor,Vc quorum ag,TcdB GH inh,PfHsp40 yeast,Yp Topo-I inh,BoNT A protease,PrPC TRFRET
CC(C)n1c(-c2ccc(C(C)(C)C)cc2)n[nH]c1=S,3,8,5,2.8,.,0.7,10,5.2,10
CC(C)(C)c1ccc(C(=O)N/C(=C\c2cccs2)C(=O)NCc2ccco2)cc1,0,13,4,i,.,0.3,-9,-0.5,-2
Cc1ccc(NC(=O)C(=O)NCCOc2ccccc2Cl)cc1,-1,4,2,1.8,-0.5,-1.7,6,-0.5,1
Clc1ccc(Nc2ncnc3c2cnn3-c2ccccc2)cc1,-8,11,5,-0.1,-0.3,0.0,-3,-0.6,2
CC(C(=O)Nc1cccnc1)N1C(=O)c2ccccc2C1=O (stereo unspecified),1,-19,-3,-1.7,.,0.1,-2,0.8,-6
Cc1cccc(N=Nc2c(C)[nH]n(-c3ccccc3)c2=O)c1,-2,5,-3,i,0.7,0.1,1,-0.3,-1
Cc1cc(C)cc(C(=O)NCC(=O)OCc2nc(N)nc(Nc3ccccc3C)n2)c1,-1,10,.,i,0.8,-0.2,7,2.9,6
Cc1cccc(-n2nc3c(c2NC(=O)C(C)C)CS(=O)(=O)C3)c1C,0,-4,0,1.8,-1.4,-0.9,3,-2.1,5
CC(C)C(NS(=O)(=O)c1cccs1)C(=O)NCCN1CCN(c2ccccc2)CC1 (stereo unspecified),-3,-10,4,i,.,-1.5,0,0.0,.
CSc1ncc(Cl)c(C(=O)NCc2cccnc2)n1,2,11,3,-0.9,-0.4,-0.6,-1,-2.3,6
C/C(=N\NC(=O)c1ccc(N(C)C)cc1)c1ccc(C)cc1C,0,.,1,-0.1,-9.7,-0.1,8,0.2,2
Cc1nc(NC(=O)COC(=O)c2ccc(S(=O)(=O)N3CCc4ccccc4C3)cc2)c(Cl)cc1Cl,0,-3,-2,-0.5,0.6,-0.1,8,0.5,8
COc1cccc(-c2c(C(=O)O)cc(O)c3ccc(OC)cc23)c1,4,-3,.,0.8,-4.0,1.0,-4,-0.4,6
Cc1ccccc1NC(=O)c1ccc2ccccc2c1,.,4,-3,-0.7,0.7,1.4,3,.,5
Cc1ccc(-c2noc(CCC(N)=O)n2)cc1,-37,-8,0,-0.3,.,-1.0,-3,-0.4,-3
COc1ccc(N2C(=O)CCC2=O)c(OC)c1,1,-6,-3,1.1,0.5,-0.2,10,0.1,-1
O=C(O)CN1C(=O)C2C3C=CC(C2C1=O)C1C(=O)N(CC(=O)O)C(=O)C31 (stereo unspecified),-1,6&-9,-3,-4.2,0.2,-0.2,-3,-2.1,-3
O=C(NCc1nc2ccccc2[nH]1)c1cccc(S(=O)(=O)N2CCCCC2)c1,-5,-2,3,-0.3,1.0,-0.2,10,-1.7,9
Cc1nc2n[nH]c(N)c2c2c1COC(C)(C)C2,-1,-23,-5,-0.7,.,-0.9,3,-0.4,0
Cc1cc(C)nc(SCC(=O)N(C)CC(=O)Nc2c(Cl)cccc2Cl)n1,4,2,.,i,2.3,-0.5,4,-5.2,-4
CCCCP(=O)(CCCC)CCP(=O)(c1ccccc1)c1ccccc1,0,-11,7,i,5.6,-0.9,-1,-0.9,-8
COc1ccc2c(c1)Sc1ccccc1N2,-5,24,8,-0.9,-7.3,1.3,-14,-0.2,-7
